# Screening results from PubChem BioAssay.
# 14-3-3 Bad inh = inhibitors of 14-3-3 zeta/Bad binding, primary screen, biochemical, TR-FRET, bovine 14-3-3 zeta; inhibition, % at 21.7 µM; AID 781, 2007; TR-FRET 14-3-3zeta/Dy647-pBad peptide displacement, 1 h; 14-3-3 protein zeta/delta (Bos taurus), P63103; hit rate 0.71% among 220,000;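 active = inhibition above about 70%, limit read from the data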;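 note: 0% = full 14-3-3 plus peptide FRET controls and 100% = background without 14-3-3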
# eIF4E 4G PPI = eIF4E–eIF4G protein interaction inhibitors, primary screen, biochemical, uHTS, TR-FRET, eIF4GI fragment. TR-FRET eIF4E-eIF4GI(517-606) binding, 2 h. inhibition, % at 21.7 µM. hit rate 0.37% among 220,000;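 note: 0% = full FRET control wells and 100% = background wells lacking eIF4GI fragment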
# Cl transport mod = KCC2 cotransporter modulators, thallium flux, primary screen, cell-based, HEK293 KCC2, FluoZin-2 fluorescence, MLSMR; KCC2 cells, thallium flux FluoZin-2 fluorescence; Solute carrier family 12 member 5 (Homo sapiens), Q9H2X9; hit rate 2.2% among 190,000; B-score of Tl+ flux slope (higher = more flux/activation; lower = inhibition) at 10 µM;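 active = thallium flux slope and its plate-corrected score both differing from the plate sample mean at a set confidence after two filtering rounds, in either direction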;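 note: slope of fluorescence scaled to starting intensity during 10 to 20 s after thallium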
# Target sequence (Q9H2X9 whole entry, looked up): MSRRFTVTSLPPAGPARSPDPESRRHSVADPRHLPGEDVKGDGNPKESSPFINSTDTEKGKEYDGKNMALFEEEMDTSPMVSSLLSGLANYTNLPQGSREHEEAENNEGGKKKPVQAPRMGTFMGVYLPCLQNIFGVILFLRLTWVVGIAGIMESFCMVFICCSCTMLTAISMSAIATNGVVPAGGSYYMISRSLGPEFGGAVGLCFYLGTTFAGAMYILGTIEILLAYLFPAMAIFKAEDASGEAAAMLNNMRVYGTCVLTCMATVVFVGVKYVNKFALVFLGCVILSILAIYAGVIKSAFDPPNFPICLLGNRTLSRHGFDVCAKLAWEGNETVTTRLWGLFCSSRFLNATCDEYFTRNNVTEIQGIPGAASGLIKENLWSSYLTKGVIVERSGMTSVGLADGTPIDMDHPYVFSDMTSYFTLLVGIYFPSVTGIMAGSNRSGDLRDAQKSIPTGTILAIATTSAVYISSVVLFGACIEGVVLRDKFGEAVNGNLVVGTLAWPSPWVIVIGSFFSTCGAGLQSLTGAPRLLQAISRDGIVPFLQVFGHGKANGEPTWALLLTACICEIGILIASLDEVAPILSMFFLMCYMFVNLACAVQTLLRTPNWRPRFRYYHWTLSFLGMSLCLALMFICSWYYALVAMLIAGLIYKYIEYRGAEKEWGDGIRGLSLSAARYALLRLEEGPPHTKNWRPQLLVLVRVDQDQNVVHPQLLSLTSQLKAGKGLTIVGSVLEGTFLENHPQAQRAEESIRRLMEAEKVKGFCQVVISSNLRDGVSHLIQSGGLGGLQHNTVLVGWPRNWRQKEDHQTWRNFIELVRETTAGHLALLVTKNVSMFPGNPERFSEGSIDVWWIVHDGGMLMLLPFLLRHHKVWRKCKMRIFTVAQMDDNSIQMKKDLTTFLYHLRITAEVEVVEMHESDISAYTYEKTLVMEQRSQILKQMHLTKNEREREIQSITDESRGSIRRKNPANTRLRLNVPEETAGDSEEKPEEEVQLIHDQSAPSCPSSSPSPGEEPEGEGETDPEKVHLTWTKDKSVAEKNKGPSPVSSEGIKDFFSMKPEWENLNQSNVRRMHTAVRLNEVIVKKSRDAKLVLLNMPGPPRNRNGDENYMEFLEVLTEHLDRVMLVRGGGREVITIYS
# EBV gp42 inh = Epstein-Barr virus gp42 inhibitors, primary screen, biochemical, uHTS, fluorescence polarization | Glycoprotein 42 (Epstein-Barr virus (strain AG876)), Q1HVG2 | Fluorescence polarization binding assay, mP read-out | inhibition, % (tested at 21.74 µM) | hit rate 0.42% among 220,000; in the data active = inhibition above about 50%
# Furin inhibitor = human furin inhibitors, primary screen, biochemical, fluorescence intensity; inhibition, % at 30 µM; hit rate 0.061% among 220,000; P09958; purified furin, fluorogenic substrate cleavage; in the data active = inhibition above about 25%; note: inactives centre near -15
# Rad51 HR inh = human RAD51 strand exchange inhibitors, primary screen, biochemical, fluorescence; DNA repair protein RAD51 homolog 1 (Homo sapiens), Q06609; hRad51 DNA strand exchange, fluorescence dequenching; inhibition, % at 10 µM; hit rate 0.085% among 200,000; AID 1385, 2008;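 active = inhibition above 40% at the single screening dose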;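 note: 0% = DMSO control wells and 100% = blanks with heterologous ssDNA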
#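 material = hRad51 filaments on single-stranded DNA | timing = filaments 15 min 37 °C, then compound 30 min | signal = FRET fluorescence dequenching, excitation 485 nm, emission 520 nm | benchmarks = control wells and blank wells on each plate | evaluation = percent inhibition relative to plate controls and blanks | compound = 10 µM final, single point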
# p47phox inh = p47phox/p22phox peptide binding inhibitors, primary screen, biochemical, uHTS, NADPH oxidase regulatory subunit. inhibition, % at 24.7 µM. hit rate 0.53% among 220,000. Neutrophil cytosol factor 1 (Homo sapiens), P14598. fluorescence polarization, 2 h;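 note: 0% = p47phox with labelled peptide and 100% = labelled peptide alone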
# Thrombin inh = human alpha-thrombin inhibitors, primary screen, counter-screen for coagulation protease inhibitor project, biochemical, 1536-well, fluorogenic AMC substrate; Prothrombin (Homo sapiens), P00734; hit rate 0.26% among 220,000; inhibition, % at 5 µM; Boc-VPR-AMC fluorogenic substrate cleavage; AID 1046, 2008;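 active = inhibition at or above 40%; inactive = inhibition below 40%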;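 note: 0% = enzyme with no compound and 100% = wells without enzyme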
#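 System: human alpha-thrombin protein; Compound dosing: one concentration per compound, 5 µM, with 0.2% DMSO; Timing: reaction at room temperature; Technique: AMC fluorescence, 355/460 nm; Controls: enzyme without compound as high, wells lacking enzyme as low.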
# hK5 inh = human KLK5 protease inhibitors, primary screen, biochemical, 1536-well; Kallikrein-5 (Homo sapiens), Q9Y337; recombinant hK5, fluorogenic AMC substrate cleavage; inhibition, % at 5 µM; hit rate 0.59% among 210,000;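 active = inhibition of 40% or more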;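 note: 0% = enzyme controls without compound and 100% = no-enzyme blanks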
# Starred values were filed as active, the others as inactive; nt = not tested or not shown; [ ] = remark or other dose.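 Rule for the calls, unless noted: active = inhibition above about 30% (limit read from the data); inactive = the rest.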
nr | mol | Cl transport mod | Thrombin inh | hK5 inh | Rad51 HR inh | p47phox inh
1 | COc1cc(/C=N/NC(=O)c2sc3ccccc3c2Cl)ccc1OC(=O)c1ccc([N+](=O)[O-])cc1 | 0.25 | 4 | 8 | 0 | 13
2 | COC(=O)c1c(Cc2ccccc2Cl)c[nH]c1C | -0.79 | -3 | -5 | nt | -2
3 | COc1cc(CC(=O)N2CCc3ccccc32)cc(OC)c1OC | -1.2 | 3 | -5 | 0 | -14
4 | C/C(CC(=O)NC1C2CC3CC(C2)CC1C3)=N\NC(=O)Cc1cccs1 (stereo unspecified) | 0.11 | -7 | -10 | 0 | -11
5 | O=C(NNC(=O)C1CC(c2cccnc2)=NO1)Nc1cccc(F)c1 (stereo unspecified) | nt | 4 | -4 | nt | 8
6 | O=C(N/N=C/c1ccc(F)cc1)c1ccccc1 | 1.5 | -7 | 2 | 10 | 0
7 | CC(=O)c1c(C)n([O-])c2cc(F)c(F)cc2[n+]1=O | nt | -5 | -1 | 2 | -1
8 | O=C1CCCc2c1cc(-c1ccccc1)n2-c1ccccc1 | -1 | -18 | 4 | -2 | -9
9 | O=C(CCc1nnc(CCCCc2ccccc2)o1)NCCN1CCCCC1=O | 0.45 | -10 | 6 | -3 | -14
10 | CC1=Nn2c(nnc2-c2n[nH]c3c2CCC3)SC1 | 0.42 | -7 | -24 | -9 | -8

nr | 14-3-3 Bad inh | EBV gp42 inh | Furin inhibitor | eIF4E 4G PPI
1 | 2 | -18 | -12 | -8
2 | -3 | -10 | -21 | -3
3 | -14[fluorescence artefact?] | -14 | -11 | 8[fluorescence artefact?]
4 | -6 | -3 | -2 | -4[fluorescence artefact?]
5 | -8[fluorescence artefact?] | -6 | -4[20 µM] | -5
6 | -17 | -3 | -20 | -5
7 | -16 | -11 | -8 | 4
8 | -5 | -14 | -15[20 µM] | 3
9 | 3 | -1 | -7 | 0
10 | 0 | -9 | -19 | -9

# Continuation:
nr | mol | Cl transport mod | Thrombin inh | hK5 inh | Rad51 HR inh | p47phox inh
11 | CC(C)N(C(C)C)S(=O)(=O)c1ccc(NN)nc1 | -0.42 | -3 | 0 | 43* | -3
12 | O=C1COc2ccc(C(=O)COC(=O)CCSc3ccc(Cl)cc3)cc2N1 | 0.021 | -4 | -3 | 2 | 1
13 | Cc1cccc(C)c1NC(=S)NC(C)CCc1ccccc1 (stereo unspecified) | -1.4 | -16 | -15 | 4 | -4
14 | CCOC(=O)C1CCN(c2c(NCCCN3CCN(Cc4ccccc4)CC3)c(=O)c2=O)CC1 | -0.0036 | 5 | -2 | 3 | -4
15 | COc1cc(CC(NC(C)=O)C(=O)NC2CCN(c3nc(OC)nc(OC)n3)CC2)cc(OC)c1 (stereo unspecified) | nt | -2 | -3 | -10 | -7
16 | C=CCc1ccccc1OCC(O)CN1CCN(c2ccc(OC)cc2)CC1 (stereo unspecified) | nt | -6 | -2 | 2 | 1
17 | O=C(NCc1ccc2c(c1)OCO2)C1CCC(CNS(=O)(=O)c2cccc3nsnc23)CC1 (stereo unspecified) | nt | -7 | -4 | 4 | -5
18 | CCCCCCSc1nc2c(c(=O)[nH]c(=O)n2C)n1C | -0.31 | 1 | 0 | -3 | 8
19 | COc1ccc(S(=O)(=O)Nc2ccccc2C(F)(F)F)cc1 | 0.44 | -3 | -6 | -3 | -15
20 | CCOC(=O)c1ccc(NC(=O)c2nc[nH]c2C(=O)N[C@@H](CCCCNC(=O)OC(C)(C)C)C(=O)OC(C)(C)C)cc1 | 0.048 | 0 | -8 | -4 | -1

nr | 14-3-3 Bad inh | EBV gp42 inh | Furin inhibitor | eIF4E 4G PPI
11 | -8 | -16 | -26 | -9
12 | -8 | 8 | -29 | -4
13 | -5 | -6 | -9 | 3[fluorescence artefact?]
14 | -4 | 4 | -27 | -2
15 | -3 | -6 | -17 | -5
16 | 43 | -28 | -24 | -5
17 | 10 | -11 | -38 | 1
18 | 4 | -11 | -21 | -2
19 | 22 | -11 | -4[20 µM] | -2
20 | -12 | -10 | -45 | -7

# New compounds follow.
nr | mol | Cl transport mod | Thrombin inh | hK5 inh | Rad51 HR inh | p47phox inh
21 | CN(C)CCCN(C(=O)c1ccc2c(c1)CCCC2)c1nc2ccc(Cl)cc2s1 | -0.28 | -1 | -4 | 6 | 8
22 | COc1cccc(-c2cc(C(F)(F)F)n3nc(C(=O)Nc4c(C)n(C)n(-c5ccccc5)c4=O)cc3n2)c1 | -0.00035 | 1 | -23 | 10 | -10
23 | CCOC(=O)C1=C(C)N(C)C(=S)NC1c1c(OCC)ccc2ccccc12 (stereo unspecified) | 0.018 | -5 | -3 | -1 | -4
24 | Cc1sc2ncnc(SC(C)C#N)c2c1C (stereo unspecified) | 3.8* | -5 | 4 | -7 | -5
25 | N#CCCN(C(=O)Nc1ccc(Cl)cc1)c1ccccc1 | -0.2 | -14 | -6 | -1 | 4
26 | COc1ccc(NC(=O)c2cc3n(n2)C(C(F)(F)F)CC(c2ccco2)N3)cc1 (stereo unspecified) | -0.69 | 2 | -8 | -4 | -19
27 | Cc1ccc(C(=O)Nc2cccc(C(F)(F)F)c2)cc1Nc1cnccn1 | -0.26 | -2 | 2 | 0 | -3
28 | O=C(c1ccco1)N1CCN(C(c2ccc(F)cc2)c2nnnn2Cc2cccs2)CC1 (stereo unspecified) | -0.47 | 4 | 0 | -2 | -11
29 | Fc1ccc(CSc2ccc(-c3ccco3)nn2)cc1 | -1.7 | -2 | -3 | -4 | -3
30 | COC(=NC(C)C)NC(C)C | 0.28 | -3 | -1 | -13 | -4

nr | 14-3-3 Bad inh | EBV gp42 inh | Furin inhibitor | eIF4E 4G PPI
21 | 5 | -2 | -11 | 12[fluorescence artefact?]
22 | -2 | -14 | -17 | 0
23 | -11 | -9 | -31 | 0
24 | -6[fluorescence artefact?] | -12 | -21 | 8[fluorescence artefact?]
25 | 14 | 2 | -7[20 µM] | 10
26 | -3[fluorescence artefact?] | -14 | -4 | 8
27 | -1 | -11 | -26 | -3
28 | 90* | -5 | -9 | 7
29 | -5 | -28 | -13 | 0[fluorescence artefact?]
30 | -6 | -12 | -22 | -1

# (cont.)
nr | mol | Cl transport mod | Thrombin inh | hK5 inh | Rad51 HR inh | p47phox inh
31 | COc1cc2c(cc1NC(=O)CSc1ccc(C)cc1)oc1ccccc12 | nt | 2 | -4 | -6 | -21
32 | Cc1ccc(N(NC(=O)C(O)(c2ccccc2)c2ccccc2)C(=O)CCl)cc1 | -0.76 | -6 | -18 | 2 | -3
33 | COc1ccccc1NC(=O)c1ccc(S(=O)(=O)N(C)C)cc1 | nt | 1 | -2 | 3 | 8
34 | COc1ccccc1OCCCN1C(=O)C(=O)c2cccc(C)c21 | -0.72 | -6 | 1 | 4 | -8
35 | CCCCNC(=O)c1ccc2c(c1)ncn2C1CCCC1 | nt | -7 | -2 | 0 | -5
36 | CN1CCN(C(=O)/C=C\c2ccc(Cl)cc2)CC1 | -0.23 | 9 | 11 | 28 | -5
37 | O=C(CSc1ncnc2nc[nH]c12)Nc1ccc(Br)cc1Cl | 1.7 | -3 | 2 | 1 | -33
38 | Cc1ccc(S(=O)(=O)Nc2ccc3c(c2)nc2n3CCN(Cc3ccccc3)C2)cc1 | 1.3 | 6 | -12 | 1 | -26
39 | Cc1[nH]c2ccccc2c1Cc1nnc(SCc2ccccc2)o1 | 0.25 | -2 | -16 | 1 | -12
40 | Cc1ccc(C)c(CSC2=NCCN2C(=O)c2cccs2)c1 | -0.051 | -7 | -5 | -3 | 2

nr | 14-3-3 Bad inh | EBV gp42 inh | Furin inhibitor | eIF4E 4G PPI
31 | -6 | -15 | -17[20 µM] | -6[fluorescence artefact?]
32 | -16 | 1 | -22 | 16
33 | 11 | -1 | -26 | 38*[fluorescence artefact?]
34 | 0 | -4 | -22 | -1
35 | 20 | 0 | -16[20 µM] | 9
36 | 61 | -13 | -6 | -7
37 | 1 | -15 | -21 | 3
38 | -8 | -19 | -25[20 µM] | -25
39 | 0 | -10 | -12 | 5
40 | -5 | -4 | -12 | 1

# Additional results:
nr | mol | Cl transport mod | Thrombin inh | hK5 inh | Rad51 HR inh | p47phox inh
41 | CCCNC(=S)Nc1ccc(Oc2ccccc2)cc1 | -1.9 | -2 | -16 | 2 | 5
42 | Cc1cccc(NC(=O)CSc2nnc(-c3ccco3)o2)c1C | 0.03 | -4 | -3 | -1 | -15
43 | CCC(=C(c1ccc(OC)cc1)c1ccc(OC)cc1)c1cn(CC(O)CN(CCO)CCO)c2ccccc12 (stereo unspecified) | 0.29 | -6 | -7 | 0 | 14
44 | Cc1cc(NC(=O)CCC(=O)N(Cc2ccccc2)C2(C(=O)NC3CCCCC3)CCCC2)no1 | nt | -5 | 5 | -1 | -5
45 | O=C1Nc2ccc(Cl)cc2[C@@](C#CC2CC2)(C(F)(F)F)O1 | -1.5 | nt | nt | 5 | -2
46 | Cc1ccc(S(=O)(=O)N2CCCC2C(=O)Nn2cnnc2)cc1 (stereo unspecified) | 0.0061 | -3 | -1 | 11 | 17
47 | Cc1cc(C)n(CCNC(=O)CCc2nnc(CCc3ccccc3)o2)n1 | nt | 2 | -3 | 16 | 1
48 | CC(/C=N/n1c(-c2cc(C)[nH]n2)n[nH]c1=S)=C\c1ccccc1 | -4.4* | -3 | -5 | 0 | 9
49 | CC(C)CNC(=O)NC(=O)COC(=O)c1ccccc1Sc1ccc(C(F)(F)F)cc1[N+](=O)[O-] | -0.71 | 8 | 1 | 5 | 0
50 | O=C(c1ccccc1)c1ccc(OC(=O)N2CCOCC2)cc1 | -0.82 | 3 | -3 | 4 | -22
51 | C#Cc1ccc([C@H]2C=C(C(=O)N3CCN(Cc4ccccc4)CC3)O[C@@H](OCc3ccc(CO)cc3)C2)cc1 | -0.45 | -7 | -3 | -3 | nt

nr | 14-3-3 Bad inh | EBV gp42 inh | Furin inhibitor | eIF4E 4G PPI
41 | 3 | -11 | -16[20 µM] | -4
42 | -9 | 4 | -17 | -1
43 | 1 | 5 | -11 | 9
44 | -7 | -13 | 3 | 7
45 | 3 | -6 | nt | 3
46 | -11 | -8 | -10[20 µM] | -3
47 | -5 | -3 | -17 | 1
48 | 2[fluorescence artefact?] | -13 | -9 | 8
49 | -4 | 7 | -15 | 4
50 | -5 | -36 | -17 | 0[fluorescence artefact?]
51 | -7 | -24 | -23 | 0
